# GLP-1R inv ag = inverse agonists of human GLP-1 receptor; P43220; HEK293 GLP-1R CRE-luciferase, luminescence, 24 h; GLP-1R form is constitutively active; Potency, µM (doses to about 38.3 µM), inactives show top-dose activity change, negative = inhibition, usual class: inhibitors; 1.6% of 410,000 active; also: potency is read from the fitted curve at half-maximal effect; % is scaled to controls: 0 for no effect and ±100 for the full control effect; nearly all actives have a fitted effect of over 55% in size
# Target sequence (P43220 whole entry, looked up): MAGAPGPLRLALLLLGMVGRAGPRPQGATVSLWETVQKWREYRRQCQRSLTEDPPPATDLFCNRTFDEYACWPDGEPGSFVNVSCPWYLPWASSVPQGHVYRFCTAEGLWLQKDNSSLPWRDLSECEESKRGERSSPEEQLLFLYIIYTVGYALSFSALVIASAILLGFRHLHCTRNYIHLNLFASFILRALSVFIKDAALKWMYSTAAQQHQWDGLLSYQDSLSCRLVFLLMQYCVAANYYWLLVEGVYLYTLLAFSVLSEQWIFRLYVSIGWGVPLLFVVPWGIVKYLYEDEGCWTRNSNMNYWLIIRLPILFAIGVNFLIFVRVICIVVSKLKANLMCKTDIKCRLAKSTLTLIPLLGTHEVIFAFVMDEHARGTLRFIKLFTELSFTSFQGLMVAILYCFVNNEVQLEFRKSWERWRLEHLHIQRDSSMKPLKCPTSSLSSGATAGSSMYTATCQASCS
#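 Cells are plated, allowed 12 hours at 37 deg C, then treated with compounds for 24 hr before luciferase detection reagent is added and luminescence is read after 12 min at room temperature. The HEK293 line carries constitutively active GLP-1R with a cAMP-responsive reporter.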
# HEK293 tox = cytotoxic in the GLP-1 receptor inverse agonist counter-screen. 0.13% of 410,000 active. HEK293 cAMP-luciferase reporter cells, luminescence, 24 h. Potency, µM (highest dose often 38.3 µM), for the others: at the highest dose activity change, negative = inhibition, actives largely listed as inhibitors;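 also: loss of luciferase light is scored as toxicity; potency is read from the fitted curve at half-maximal effect; % is scaled to controls: 0 for no effect and ±100 for the full control effect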
#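 Quantitative HTS format, 1536 wells, 200 cells/uL seeded. Compounds: 23 nL, 24 h, 37 °C. Detection: luciferase reagent, luminescence at 12 min RT; decreased signal taken as cytotoxic.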
# TDP43 rescue = inhibitors of TDP-43 toxicity in yeast; TDP-43 expressing yeast growth rescue, BacTiter-Glo, 24 h; Potency, µM (titrated, usually from 46.1 µM), inactives show top-dose growth rescue (activation), actives largely listed as activators; 1.8% of 410,000 active; also: potency is read from the fitted curve at half-maximal effect; % of control where 0% means no effect; nearly all actives have a fitted effect of over 50% in size
#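 Yeast cells expressing TDP-43 under galactose induction are exposed to compounds for 24 hr at 30 deg C. BacTiter-Glo luminescence measures growth, so protective compounds score as activators.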
# PTHR1 ag = agonists of human PTHR1 parathyroid hormone receptor. Potency, µM (titrated, usually from 115 µM), inactives show top-dose activation, actives largely listed as activators. Q03431. HEK293 GP2 PTHR1 cells, GloSensor cAMP luminescence, 1 h. AID 743266. 0.075% of 410,000 active; also: potency is read from the fitted curve at half-maximal effect; nearly all actives have a fitted effect of over 55% in size; some results filed as inactive show a strong effect at the top dose; inactives centre near -15; many of its hits are not listed in these tables
# Target sequence (Q03431 whole entry, looked up): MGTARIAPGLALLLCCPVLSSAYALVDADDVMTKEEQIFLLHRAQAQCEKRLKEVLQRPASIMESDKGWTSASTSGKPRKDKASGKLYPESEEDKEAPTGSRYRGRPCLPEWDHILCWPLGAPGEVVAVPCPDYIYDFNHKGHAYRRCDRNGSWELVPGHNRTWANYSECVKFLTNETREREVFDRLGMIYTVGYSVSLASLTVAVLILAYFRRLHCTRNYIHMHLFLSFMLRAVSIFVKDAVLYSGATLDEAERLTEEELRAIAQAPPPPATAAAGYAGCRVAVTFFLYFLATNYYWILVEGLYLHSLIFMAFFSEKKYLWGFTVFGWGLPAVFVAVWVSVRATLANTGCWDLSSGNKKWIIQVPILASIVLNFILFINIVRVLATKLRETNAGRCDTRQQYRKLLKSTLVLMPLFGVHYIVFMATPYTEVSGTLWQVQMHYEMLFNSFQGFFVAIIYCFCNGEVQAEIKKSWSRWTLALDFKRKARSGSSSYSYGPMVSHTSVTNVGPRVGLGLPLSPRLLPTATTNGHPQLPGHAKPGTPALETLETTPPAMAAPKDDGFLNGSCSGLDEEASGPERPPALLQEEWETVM
#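 HEK-293-derived GP2 cells expressing PTHR1 and a GloSensor cAMP reporter, 3,000/well, plated overnight, given luciferin plus IBMX (each 0.5 mM as added) for 1 h at 37 °C, then compound for 1 h at 37 °C. Luminescence was read after 15 min at room temperature.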
# aSyn rescue = rescues yeast growth from alpha-synuclein toxicity | Yeast expressing alpha-synuclein, growth rescue, BacTiter-Glo, 24 h | Potency, µM (top dose mostly 46.1 µM), without a hit: top-dose growth rescue (activation), hits mostly activators | 0.14% of 370,000 active | AID 652106; also: potency is read from the fitted curve at half-maximal effect; % of control where 0% means no effect; nearly all actives have a fitted effect of over 65% in size
#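 Rescue of yeast growth: cells expressing toxic alpha-synuclein, induced in galactose at OD600 0.02, incubated with compound 24 h at 30 C. ATP luminescence quantified growth; inhibitors of toxicity appear as activators.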
# Mm-Cpn inhibitor = inhibitors of Methanococcus maripaludis chaperonin (MmCpn) | purified Mm-Cpn ATPase, ADP Transcreener TR-FRET | Potency, µM (titrated, usually from 76.9 µM), inactives show top-dose activity, negative = inhibition, hits mostly inhibitors | 0.031% of 330,000 active | AID 504842; also: potency is read from the fitted curve at half-maximal effect; % is scaled to controls: 0 for no effect and ±100 for the full control effect; nearly all actives have a fitted effect of over 80% in size
#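 Quantitative HTS used 25 nM Mm-CPN and 10 uM ATP in magnesium/KCl Tris buffer, pH 7.4, with 1 mM DTT. Hydrolysis ran 30 min at 37°C; ADP was read by HTRF.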
# FUS yeast rescue = suppressors of FUS proteinopathy in yeast; Potency, µM (top dose mostly 76.6 µM), without a hit: at the highest dose growth rescue (activation), actives largely listed as activators; S. cerevisiae FUS-expressing, growth rescue, OD600, 24 h; 0.24% of 390,000 active;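 also: potency is read from the fitted curve at half-maximal effect; plate controls were DMSO vehicle for no effect and reference control for full effect; nearly all actives have a fitted effect of over 55% in size; some results filed as inactive show a strong effect at the top dose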
#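 Yeast FUS proteinopathy model; galactose-induced FUS (2%), starting OD 0.005. Cpds in dilution series, 24hr, 30C, 99% humidity. Abs 600 nm growth. Pos ctrl CP55940 (top 92uM final); neg ctrl DMSO.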
# Abeta rescue = compounds reversing amyloid beta toxicity in yeast; Potency, µM (top dose mostly 46.1 µM), without a hit: at the top dose growth rescue, usual class: activators; AID 1347071; 0.063% of 410,000 active; yeast expressing A-beta42, growth rescue, OD600, 48 h; response scale: 0% DMSO, 100% iron-clioquinol control; also: potency is read from the fitted curve at half-maximal effect; nearly all actives have a fitted effect of over 55% in size
#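 Growth rescue measured by 600 nm absorbance after 48 h yeast culture at 30 C with compound. Values normalized between DMSO and an equimolar ferric chloride plus clioquinol control.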
# pAkt inh = inhibitors of Akt phosphorylation | Neuro2A IGF-stimulated pAkt S473 HTRF, 20 min; stronger effect = lower value | activity change, % for hits at 50 µM | 0.32% of 360,000 active; in the data active = activity change below about -80%; inconclusive = mostly about -51% to -80%; also: % is scaled to controls: 0 for no effect and ±100 for the full control effect
#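 Neuro2A cells in DMEM with 0.5% FBS, overnight at 37 deg C, given compound at single 50 µM final, then IGF (6 nM final) for 20 min at 37 deg C. Lysed; phospho-Akt Ser473 by HTRF after 24 h, 665/615 ratio.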
# * marks the source's active call; other numbers are inactive results; i = inactive; ? = inconclusive; / = not tested or not shown; [ ] = dose if it differs, or a comment. Unless noted, calls follow the shape of the dose curve; as a rule, active = well fitted curve in the direction sought with a large enough effect; inconclusive = small, poorly fitted or top-dose-only effect, or another doubt; inactive = no such curve, though single readings can be large; an effect the other way counts as inactive or inconclusive. Only part of the results is shown; the hit share may differ from the screen's.
SMILES,GLP-1R inv ag,HEK293 tox,TDP43 rescue,PTHR1 ag,aSyn rescue,Mm-Cpn inhibitor,FUS yeast rescue,Abeta rescue,pAkt inh
CCOC(=O)c1sc2nc3n(c(=O)c2c1C)CCC(C)CC3 (configuration not stated),6%,30%,-2%,i,-15%,-1%,-2%,-6%,i
CC(C)c1ccc(C2N3CC4([N+](=O)[O-])CN2CC([N+](=O)[O-])(C3)C4(C)C)cc1 (configuration not stated),0%,0%,0%,i,6%,0%,-40%,-1%,i
Cc1nn(-c2ccc(F)cc2)c2sc(C(=O)O)cc12,10%,-3%,?,29%[57.5 µM],-52%[inhibitor],1%,-6%,-88%[inhibitor],i
Cc1noc2ncnc(N3CCN(c4ccc(F)cc4)CC3)c12,-1%,-33%,9%,-20%,10%,0%,13%,-1%,i
COc1ccc(/C=N/n2cnc3scc(-c4cccs4)c3c2=O)cc1OC,13%,-8%,2%,i,6%,-2%,6%,-3%,i
CCOc1cccc2cc(S(=O)(=O)c3ccccc3F)c(=O)oc12,-2%,14%,0%,-18%,/,/,0%,-11%,/
Cc1cc(=O)n2nc(N3CCCC(C(=O)NCc4ccc(Cl)cc4)C3)sc2n1 (configuration not stated),7%,-20%,-4%,i,0%,-6%,5%,/,i
COc1cc(C(=O)Nc2scc(-c3ccc(Br)cc3)c2C(=O)O)cc(OC)c1OC,-6%,1%,10%,-41%[inhibitor],6%,-1%,-9%,0%,i
CCCC[N+](C)(C)CCC(=O)NC(C)(C)CS(=O)(=O)[O-],1%,-18%,6%,i,-10%,-2%,?,-14%,i
CCOC(=O)c1c(C)nc2ccc(C)cn12,33%[activator],17%,-8%,-7%[57.5 µM],-5%,0%,5%,3%,i
COC(=O)c1ccccc1NC(=O)C1CCN(S(C)(=O)=O)CC1,0%,4%,-14%,i,-4%,-3%,8%,6%,i
COC(=O)Nc1ccc2c(c1)Nc1ccccc1CC2,-27%,0%,?,i,0%,-4%,28%,?,i
CCc1ccc(CNC(=O)C(C)n2ccc3cc(S(=O)(=O)N4CCCCCC4)ccc32)cc1 (configuration not stated),10µM*,-10%,20%,i,/,/,34%,2%,/
C=CCn1c(CCc2ccccc2)nnc1SCC(=O)OC,6%,0%,-8%,?,0%,1%,-1%,11%,i
COc1ccc(NC(=O)C2CCCN2S(=O)(=O)c2ccc3c(c2)CCC(=O)N3)cc1Cl (configuration not stated),13%,-2%,3%,-52%[inhibitor],6%,1%,4%,3%,i
Cc1ccccc1C(=O)N1CCC(N2CCN(Cc3ccc(F)cc3)C(=O)C2=O)CC1,-1%,-4%,6%,-9%,/,/,-5%,1%,/
O=C(Nc1ccccc1N1CCCC1)c1ccc(Cl)c(S(=O)(=O)N2CCOCC2)c1,-34%,12%,10%,i,-3%,-3%,21%,2%,i
Cc1ccc2cc(C#N)c(SCC(=O)NCc3ccco3)nc2c1,14%,-7%,15%,i,2%,-22%,24%,10%,i
Cc1cc(C)cc(N(CC(=O)N2CCCC2)S(C)(=O)=O)c1,0%,13%,20%,i,12%,0%,9%,-6%,i
Cn1c(=O)c2c(ncn2CC(=O)OCc2ccccc2)n(C)c1=O,5%,-7%,7%,-1%[57.5 µM],-1%,3%,6%,16%,i
O=C(c1cccc(S(=O)(=O)N2CCc3ccccc32)c1)N1CCN(CCO)CC1,6%,-12%,-15%,i,3%,3%,9%,9%,i
Cc1c(C(=O)NCc2cccc(C(F)(F)F)c2)sc(=O)n1Cc1ccc(F)cc1,?,-11%,7%,-7%,?,/,17%,?,i
Cc1ccc2c(Cl)cc(Cl)c(OCc3c(C)noc3C)c2n1,-4%,1%,5%,i,-9%,1%,-39%,13%[9.22 µM],i
NS(=O)(=O)c1ccc(NC(=O)/C=C/c2ccco2)cc1,14%,-9%,15%,-16%,-1%,-2%,-9%,7%,i
COCCCN1C(=O)c2ccc(C(=O)N3CCN(c4ccc(OC)cc4)CC3)cc2C1=O,6%,-2%,-4%,i,2%,0%,13%,-1%,i
CC(NC(=O)C(C(=O)c1cccc([N+](=O)[O-])c1)n1cc(Cl)ccc1=O)c1ccccc1 (configuration not stated),-2%,8%,4%,i,0%,0%,18%,14%,i
CSc1sc(-c2nnc(SCC(=O)Nc3ccccc3)n2C)c2c1C=CCC2,?,-7%,8%,i,-1%,-17%,6%,8%,i
COc1ccccc1C(O)(c1ccccc1)c1ccccc1OC,?,-2%,-1%,-17%,0%,/,4%,9%,i
COc1ccc(-c2cnn3c(N)c(S(=O)(=O)c4ccccc4)cnc23)cc1,6%,7%,11%,-26%,-1%,2%,-6%,1%,i
C[C@H](CO)N1C[C@H](C)[C@@H](CN(C)S(=O)(=O)c2ccc(F)cc2)Oc2ccc(NC(=O)NC3CCCCC3)cc2C1=O,8%,-6%,2%,i,-1%,1%,?,-3%,i
CC1=C(C(=O)OCc2ccccc2)C(c2ccccc2OS(=O)(=O)c2ccc(C)cc2)NC(=O)N1CCCC(=O)O (configuration not stated),12%,3%,17%,-15%,-1%,/,-10%,2%,i
Cc1nn(C2CC(O)C(O)C(CO)O2)c(=O)[nH]c1=O (configuration not stated),12%,16%,-3%,-13%,-8%,/,/,1%,i
CCN(CC)C(=O)Cn1cc(C(=O)C(=O)NCCCN2CCOCC2)c2ccccc21,11%,13%,12%,-15%,1%,-7%,12%,16%,i
COc1cc(C=CC(=O)c2cc(OC)c(OC)c(OC)c2)cc(OC)c1OC,?,-11%,22%,-44%[inhibitor],0%,/,/,-7%,i
COc1cccc(NC(=O)c2cncs2)c1,7%,9%,14%,-13%,-1%,-1%,-12%,-23%,i
Fc1ccccc1NC(=S)NCc1ccccc1,7%,-5%,28%,-11%,10%,-3%,-10%,?,i
O=C(COc1ccc([N+](=O)[O-])cc1)NNC(=O)Nc1cccc(F)c1,?,-4%,4%,i,-1%,-4%,/,-11%,i
COc1ccc(-c2c(C)nc3c(-c4ccc(F)cc4)cnn3c2N)cc1,0%,7%,10%,-2%,1%,-3%,-10%,-12%,i
Cc1ccc(OCCCCNC2CCCC(C)C2C)c(C)c1 (configuration not stated),?,?,-34%[inhibitor],-27%,1%,2%,6%,-4%,i
CC(C)CC(=O)N1CCN(Cc2ccc(C(F)(F)F)cc2)CC1,-9%,3%,0%,i,4%,0%,-20%,11%,i
CNCc1sccc1C,11%,-6%,-23%,-7%,7%,-1%,-17%,-21%,i
O=C(c1ccccc1)N1N=C(c2ccccc2)CC1c1ccccc1[N+](=O)[O-] (configuration not stated),15%,-19%,2%,-3%,-1%,-1%,-15%,-5%,i
Cc1cccc(N(C)C(=O)C2CCN(S(=O)(=O)c3cccc4nonc34)CC2)c1,-1%,0%,15%,i,/,/,16%,20%,/
CC1CCC2(CC1)NC(=O)N(CC(=O)Nc1ccc3c(c1)CCC3)C2=O (configuration not stated),?,-10%,-1%,i,0%,0%,-10%,-10%,i
COc1ccc(C2(c3ccc(OC)cc3)NC(=O)N(CC(=O)NC3CCS(=O)(=O)C3)C2=O)cc1 (configuration not stated),1%,4%,2%,-14%,1%,1%,-8%,16%,i

# Of the compounds above, these have an aryl methoxy group:
SMILES,GLP-1R inv ag,HEK293 tox,TDP43 rescue,PTHR1 ag,aSyn rescue,Mm-Cpn inhibitor,FUS yeast rescue,Abeta rescue,pAkt inh
COc1ccc(/C=N/n2cnc3scc(-c4cccs4)c3c2=O)cc1OC,13%,-8%,2%,i,6%,-2%,6%,-3%,i
COc1cc(C(=O)Nc2scc(-c3ccc(Br)cc3)c2C(=O)O)cc(OC)c1OC,-6%,1%,10%,-41%[inhibitor],6%,-1%,-9%,0%,i
COc1ccc(NC(=O)C2CCCN2S(=O)(=O)c2ccc3c(c2)CCC(=O)N3)cc1Cl (configuration not stated),13%,-2%,3%,-52%[inhibitor],6%,1%,4%,3%,i
COCCCN1C(=O)c2ccc(C(=O)N3CCN(c4ccc(OC)cc4)CC3)cc2C1=O,6%,-2%,-4%,i,2%,0%,13%,-1%,i
COc1ccccc1C(O)(c1ccccc1)c1ccccc1OC,?,-2%,-1%,-17%,0%,/,4%,9%,i
COc1ccc(-c2cnn3c(N)c(S(=O)(=O)c4ccccc4)cnc23)cc1,6%,7%,11%,-26%,-1%,2%,-6%,1%,i
COc1cc(C=CC(=O)c2cc(OC)c(OC)c(OC)c2)cc(OC)c1OC,?,-11%,22%,-44%[inhibitor],0%,/,/,-7%,i
COc1cccc(NC(=O)c2cncs2)c1,7%,9%,14%,-13%,-1%,-1%,-12%,-23%,i
COc1ccc(-c2c(C)nc3c(-c4ccc(F)cc4)cnn3c2N)cc1,0%,7%,10%,-2%,1%,-3%,-10%,-12%,i
COc1ccc(C2(c3ccc(OC)cc3)NC(=O)N(CC(=O)NC3CCS(=O)(=O)C3)C2=O)cc1 (configuration not stated),1%,4%,2%,-14%,1%,1%,-8%,16%,i

# Compound activity as filed in PubChem BioAssay.
